Bioassay records deposited in PubChem by several laboratories.
Hck Nef HTS – human Hck-Nef kinase inhibition; P08631; Recombinant Hck-YEEI plus Nef, Z-Lyte FRET kinase assay; inhibition, % at 20 µM; 220,000 tested, 0.68% active; AID 463187;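 active means Hck-Nef kinase inhibition above about 50%, limit read from the data; inactive means inhibition below that limit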;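 further: 0% = DMSO with Hck plus Nef and 100% = Hck alone without Nef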
p97 inhibitor – human p97 ATPase inhibition; AID 1481; 220,000 tested, 0.42% active; recombinant p97 ATPase, Kinase-Glo ATP luminescence, 3 h; inhibition, % at 8 µM; P55072; in the data active means inhibition above about 15%;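 further: 0% = DMSO vehicle and 100% = wells lacking enzyme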
Runt-SMMHC FRET – blocks binding of human RUNX1 Runt domain to CBFb-SMMHC. Q01196+Q13951. Cerulean-Runt/Venus-CBFb-SMMHC FRET ratio 530/480, 1 h. inhibition, % at 20 µM. 220,000 tested, 0.74% active;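 active means mean inhibition across duplicate retests at 20 µM reaching about 50%, limit read from the data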;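 further: 0% = DMSO wells and 100% = wells with excess untagged CBFb-SMMHC; inhibitors lower the FRET ratio by blocking Runt binding to CBFb-SMMHC; some results filed as inactive read as strong as hits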
NPY1 pot ag – potentiators or agonists of human neuropeptide Y receptor Y1; P25929; AID 1304; 220,000 tested, 0.37% active; activation, % at 3.6 µM; NPY-Y1 expressing cells, potentiator/agonist activation; in the data active means activation above about 33%, passing the limit was not always enough;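 further: cells stimulated with NPY at EC10 then isoproterenol at EC100; 0% = low agonist plus stimulus and 100% = saturating agonist plus stimulus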
MDM2 E3 inh – Mdm2 E3 ligase (human) inhibition | Q00987 | cell-based MDM2 ubiquitination luciferase reporter, 2 h; 0 = plate control, 100 = twice control, blank-subtracted | signal enhancement, % at 5 µM | 210,000 tested, 0.11% active | AID 1230;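 active means signal enhancement of 30% or more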;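 further: luminescence tracks abundance of the self-degrading MDM2-luciferase fusion protein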
Target sequence (Q00987 whole entry, looked up, the tested form may be a part): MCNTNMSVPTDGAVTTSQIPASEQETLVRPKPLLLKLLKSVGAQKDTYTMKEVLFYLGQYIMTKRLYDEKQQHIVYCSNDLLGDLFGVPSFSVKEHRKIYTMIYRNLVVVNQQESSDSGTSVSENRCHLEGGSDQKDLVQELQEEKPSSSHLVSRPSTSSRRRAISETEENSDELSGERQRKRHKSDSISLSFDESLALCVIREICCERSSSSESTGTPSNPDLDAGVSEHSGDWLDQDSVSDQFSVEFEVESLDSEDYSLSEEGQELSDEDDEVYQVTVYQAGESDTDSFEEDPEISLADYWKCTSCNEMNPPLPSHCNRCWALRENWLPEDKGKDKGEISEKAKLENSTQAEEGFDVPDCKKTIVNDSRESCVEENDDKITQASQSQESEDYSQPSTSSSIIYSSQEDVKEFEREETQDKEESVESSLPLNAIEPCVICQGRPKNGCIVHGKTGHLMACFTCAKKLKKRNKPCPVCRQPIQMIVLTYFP
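Material: Stable MDM2–luciferase fusion reporter cells | Amount: 2000 cells seeded into each well | Dosing: One concentration, 5 µM, with 0.2% DMSO | Incubation: 4 h cell settling then 2 h compound exposure, 37 °C | Measured by: Luciferase luminescence | Read-out basis: % enhancement relative to plate controls after blank subtraction | Benchmarks: Control and blank well means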
Runt-CBFb FRET – blocks binding of human RUNX1 Runt domain to CBFb; Cerulean-Runt/Venus-CBFb FRET ratio 530/480, 1 h; inhibition, % at 20 µM; 220,000 tested, 0.46% active;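 active means inhibition over about 50% at 20 µM in the single-dose screen, limit read from the data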;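 further: 0% = DMSO wells and 100% = excess unlabeled CBFb competitor control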
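Assay system: Cerulean-Runt domain fusion protein, energy donor; Signal: fluorescence energy transfer, 422 nm excitation, 530/480 nm emission; Timing: 1 h compound exposure, room temperature; Control set: unlabeled CBFb; Medium: Tris buffer pH 7.5 with salts and BSA; Compound: single test concentration of 20 µM, 1% DMSO final; Probe or stimulus: Venus-CBFb 100 nM.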
NPY-Y2 PAM-ag – potentiators or agonists of human neuropeptide Y receptor Y2; P49146; cells expressing NPY-Y2, potentiator/agonist read-out; activation, % at 3.6 µM; 220,000 tested, 0.45% active; AID 1359; in the data active means activation above about 27%;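 further: cells stimulated with NPY near EC25 plus isoproterenol at EC100; 0% = vehicle plus submaximal agonist and 100% = vehicle plus saturating agonist; some results beyond the cut were filed as inactive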
Target sequence (P49146 whole entry, looked up): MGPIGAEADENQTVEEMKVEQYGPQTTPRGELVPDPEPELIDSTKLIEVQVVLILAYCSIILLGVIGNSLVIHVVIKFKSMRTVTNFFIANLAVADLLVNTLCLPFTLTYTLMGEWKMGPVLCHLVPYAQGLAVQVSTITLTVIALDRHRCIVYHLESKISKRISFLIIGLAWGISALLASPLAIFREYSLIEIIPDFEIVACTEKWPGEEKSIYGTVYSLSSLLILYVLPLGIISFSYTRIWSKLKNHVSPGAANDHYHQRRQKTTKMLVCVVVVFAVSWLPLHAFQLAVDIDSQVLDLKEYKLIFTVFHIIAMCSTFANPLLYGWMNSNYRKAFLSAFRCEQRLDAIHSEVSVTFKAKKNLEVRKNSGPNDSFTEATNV
NPY Y1 blocker – antagonists of human neuropeptide Y receptor Y1 | P25929 | HEK293-CNG Y1 cells, membrane potential fluorescence; NPY at EC95, then isoproterenol | inhibition, % at 3.6 µM | 200,000 tested, 1% active | AID 1040;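 active means inhibition above the campaign mean inhibition of all tested compounds plus 3 SD, cut at about 20% in these data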;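 further: 0% = DMSO wells given NPY plus isoproterenol and 100% = isoproterenol alone without NPY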
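material = HEK293 cells with Y1 receptor plus CNG channel | also added = NPY 25 nM then isoproterenol 1 µM plus Ro 20-1724 25 µM | schedule = dye 3 h, compound 60 min room temperature, stimulation 45 min | measured by = membrane potential fluorescence | benchmarks = high control isoproterenol alone, low control NPY with isoproterenol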
RBBP9 inhibitor – inhibitors of human serine hydrolase RBBP9; O75884; recombinant RBBP9, FP-Rh probe fluorescence polarization; inhibition, % at 7.94 µM; 220,000 tested, 0.2% active;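 active means inhibition above the campaign mean of all tested compounds plus 3 SD, cut at about 14% in these data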;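 further: plate controls were DMSO wells with RBBP9 for no effect and wells lacking RBBP9 protein for full effect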
Target sequence (O75884 whole entry, looked up): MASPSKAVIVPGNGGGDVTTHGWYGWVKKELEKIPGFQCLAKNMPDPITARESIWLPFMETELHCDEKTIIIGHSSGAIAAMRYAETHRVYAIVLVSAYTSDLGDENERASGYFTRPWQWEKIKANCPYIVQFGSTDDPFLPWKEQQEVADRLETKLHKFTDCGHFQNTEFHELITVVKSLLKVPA
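Measured by: FP readout at 525/598 nm; material: recombinant human RBBP9; also added: Serine-hydrolase probe FP-Rh, 375 nM pre-mixing; medium: Tris buffer pH 8.0, NaCl, Pluronic; replication: one well per compound; doses: one concentration, 7.94 µM nominal, 0.794% DMSO; timing: preincubation 30 min plus labeling 45 min at 25 °C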
Starred values were filed as active, the others as inactive; x = no result given.

SMILES | Hck Nef HTS | p97 inhibitor | Runt-SMMHC FRET | NPY1 pot ag | MDM2 E3 inh | Runt-CBFb FRET | NPY-Y2 PAM-ag | NPY Y1 blocker | RBBP9 inhibitor
O=S(=O)(c1ccc(F)c(F)c1F)N1CCN(C(=S)NC2CC3CCC2C3)CC1 (configuration not stated) | 26 | 2 | 3 | 2 | -18 | 0 | 8 | 0 | -6
Cc1ccc(C(=O)CSc2nnc(N)s2)c(C)c1 | -7 | 3 | 1 | -2 | 9 | 2 | -4 | -5 | -5
CCC1SC2=NC(C)=C(C(=O)OCCOC)C(c3ccc(C(=O)OC)cc3)N2C1=O (configuration not stated) | 1 | -1 | -1 | 7 | 9 | -6 | 3 | 2 | -12
CCN(CC)S(=O)(=O)c1ccc(N/N=C/c2cccnc2)nc1 | 13 | 5 | -4 | 9 | x | 3 | -3 | x | 4
Cc1ccc(-c2noc(CN(C)C(=O)Nc3ccc(F)cc3)n2)cc1 | -7 | -7 | -4 | -3 | -10 | 0 | -1 | 4 | -9
Cc1cccc2c(CC(=O)Nc3ccccc3)noc12 | 5 | 6 | -2 | 15 | -5 | 1 | 8 | 0 | -3
O=C(COC(=O)CCCSc1nc2ccccc2[nH]1)NC(=O)NC1CCCC1 | -1 | 3 | 3 | -7 | -7 | -3 | -11 | -2 | -5
COc1ccc(CC(=O)OCC(=O)Nc2ncc(Cl)cc2Cl)cc1 | 2 | 2 | -3 | -25 | -25 | -3 | -4 | 3 | -1
N#CC(C(=O)NCc1ccco1)c1nc2ccccc2nc1N1CCOCC1 (configuration not stated) | -2 | 1 | -85 | -15 | 20 | -21 | 8 | 4 | -2
N#Cc1cn(CC(=O)NCC2CCCO2)c2ccccc12 (configuration not stated) | 1 | 5 | -2 | 11 | -23 | -1 | 9 | 1 | 6
Cc1ccc(C(=O)N2CCN(Cc3ccc4c(c3)OCO4)CC2)cc1[N+](=O)[O-] | -5 | -1 | 1 | 0 | -11 | -1 | -10 | -2 | -2
Cc1cc(/C=C2\SC(=Nc3ccccc3)NC2=O)c(C)n1-c1ccc(S(N)(=O)=O)cc1 | 59* | 11 | -2 | -6 | -11 | 0 | 0 | 5 | 5
O=C(Nc1ncccn1)c1ccc(C(F)(F)F)cc1 | -14 | -1 | 5 | -23 | 2 | -2 | -1 | 2 | -9
CC(=O)Oc1ccccc1C1=NN(C(C)=O)C(c2ccccc2)C1 (configuration not stated) | 12 | 3 | 2 | 3 | 13 | 1 | 0 | 1 | -3
CC(C)Cc1cc(C(=O)NCCN2CCOCC2)no1 | -5 | 4 | -2 | 11 | -11 | 1 | -9 | 6 | 1
Cc1cc(C)nc(NS(=O)(=O)c2ccc(N/C=C/C(=O)c3ccc(Cl)c(Cl)c3)cc2)n1 | 6 | 0 | 29 | -16 | 0 | -8 | 6 | 9 | -4
O=C(NC1CC1)c1ccc2c(c1)C1C3CCC(C3)C1C(c1ccccc1)N2 (configuration not stated) | 3 | -2 | 3 | -4 | 5 | -2 | -2 | 1 | -5
CCNC(=O)c1c(C)[nH]c(C(=O)OCC)c1C | -1 | -5 | 1 | -4 | -5 | 0 | 8 | -1 | -12
COc1ccccc1C(CCN(Cc1cccs1)C(C)=O)c1ccco1 (configuration not stated) | 11 | 5 | -2 | 20 | 3 | 0 | -8 | -1 | 5
O=C(Oc1ccccc1)n1c(=S)oc2ccccc21 | 4 | 7 | 1 | -16 | -11 | 1 | 14 | -3 | -5

A few values from above:
Runt-SMMHC FRET with `Cc1cc(/C=C2\SC(=Nc3ccccc3)NC2=O)c(C)n1-c1ccc(S(N)(=O)=O)cc1` stands at -2
RBBP9 inhibitor with `CC(=O)Oc1ccccc1C1=NN(C(C)=O)C(c2ccccc2)C1` (configuration not stated) stands at -3
NPY Y1 blocker with `CC(C)Cc1cc(C(=O)NCCN2CCOCC2)no1` stands at 6

In a second layout: results already given.
Sequence of screens: Hck Nef HTS	p97 inhibitor	Runt-SMMHC FRET	NPY1 pot ag	MDM2 E3 inh	Runt-CBFb FRET	NPY-Y2 PAM-ag	NPY Y1 blocker	RBBP9 inhibitor
CC(=O)Oc1ccccc1C1=NN(C(C)=O)C(c2ccccc2)C1 (configuration not stated)
→ 12	3	2	3	13	1	0	1	-3
CC(C)Cc1cc(C(=O)NCCN2CCOCC2)no1
→ -5	4	-2	11	-11	1	-9	6	1

A section taken from the entries so far:
SMILES | Hck Nef HTS | p97 inhibitor | Runt-SMMHC FRET | NPY1 pot ag | MDM2 E3 inh | Runt-CBFb FRET | NPY-Y2 PAM-ag | NPY Y1 blocker | RBBP9 inhibitor
O=C(NC1CC1)c1ccc2c(c1)C1C3CCC(C3)C1C(c1ccccc1)N2 (configuration not stated) | 3 | -2 | 3 | -4 | 5 | -2 | -2 | 1 | -5
CCNC(=O)c1c(C)[nH]c(C(=O)OCC)c1C | -1 | -5 | 1 | -4 | -5 | 0 | 8 | -1 | -12

Other records follow:
SMILES | Hck Nef HTS | p97 inhibitor | Runt-SMMHC FRET | NPY1 pot ag | MDM2 E3 inh | Runt-CBFb FRET | NPY-Y2 PAM-ag | NPY Y1 blocker | RBBP9 inhibitor
CC1CCCCC1N=C1NC(C)(C)CS1 (configuration not stated) | 14 | 4 | -2 | 9 | -3 | 0 | -8 | 4 | -5
CC(=O)NCc1nc2ccccc2n1Cc1ccccc1F | -2 | -5 | -2 | -14 | -16 | 7 | -10 | 0 | -8
O=C(N/N=C/c1ccc(OCc2ccccc2)cc1)c1cc[n+](Cc2ccccc2)cc1 | 2 | 6 | -2 | 3 | -9 | 0 | -6 | 5 | 0
O=C(CSc1nc2ccccc2[nH]1)c1ccc2c(c1)OCO2 | -1 | -3 | -4 | -27 | 7 | 2 | -16 | 4 | -5
O=S(=O)(c1cccc(-c2n[nH]c(=S)n2C2CCCC2)c1)N1CCOCC1 | 22 | 2 | 4 | 13 | -46 | 3 | -6 | -1 | -10
Cc1ccc2cccc(SCC(=O)NCC#N)c2n1 | 4 | 8 | 0 | 16 | 4 | 1 | -5 | 2 | -6
C=CCC1(N(C(C)=O)c2ccccc2)CCCCC1 | 9 | 2 | -2 | -3 | -8 | -2 | -3 | 5 | -2
COc1ccc(-c2c3c(nc4sc5c(Cl)nc(C)nc5c24)CCC3)cc1 | 2 | -4 | 2 | -4 | -6 | 1 | -1 | 5 | -11
Cc1nnc(NC(=O)CSc2nnc(-c3ccoc3C)n2CC(C)C)s1 | -1 | 2 | -8 | 7 | -7 | -2 | -1 | -4 | 0
Cc1ccc2nc(-c3ccc(NC(=O)CCS(=O)(=O)c4ccccc4)cc3)sc2c1 | 5 | -1 | -4 | 22 | -32 | -4 | 6 | -5 | -9
C/C(=N\NC(=O)c1cc(C)oc1C)c1ccc(N2CCOCC2)cc1 | 23 | 4 | 3 | 3 | -7 | -1 | 1 | -3 | -3
C=CCN1C(=O)C(O)(CC(=O)c2ccccn2)c2ccccc21 (configuration not stated) | 20 | -2 | 4 | -20 | -13 | 2 | -9 | -5 | -6
CC1CCC(NC(=O)C2c3ccccc3C(=O)N2CCCN2CCOCC2)CC1 (configuration not stated) | 1 | -3 | 2 | -17 | -11 | 0 | -8 | 6 | 4
CCN(CC)S(=O)(=O)c1cc(NC(=O)COC(=O)Cn2cnc3ccccc32)ccc1C | 1 | 1 | -1 | -48 | -13 | -1 | 3 | 4 | -5
CC(NC(=O)Nc1ccc(Cl)cc1)C1CCCO1 (configuration not stated) | 5 | 1 | 2 | 5 | -5 | -1 | -27 | 2 | 4
COC(=O)Cn1c(=NC(=O)c2ccc([N+](=O)[O-])s2)sc2cc(Br)ccc21 | 16 | 7 | -81 | 1 | -3 | -17 | 9 | -1 | 0
O=C(O)c1cc(-c2ccc(/C=N/NC(=S)Nc3ccccc3)o2)ccc1Cl | 20 | 9 | 18 | 9 | -7 | 43 | 3 | -5 | 2
O=c1c2cnn(-c3ccccc3)c2nnn1Cc1ccccn1 | 7 | 4 | -2 | -25 | -14 | -2 | 8 | 4 | 5
CCc1ccc(OCC(=O)N/N=C(\C)c2ccccc2OC(F)F)cc1 | 5 | 3 | 3 | 2 | 13 | -4 | -5 | 1 | -7
CCCCNC(=O)C(=O)c1ccccc1NC(C)=O | 0 | -4 | 1 | -25 | -4 | 1 | 0 | 0 | -7
O=C(CNCc1ccccc1)Nc1ccc(Oc2ccccc2)cc1 | 23 | -8 | 0 | -32 | -12 | 0 | -36 | 17 | -12
Fc1cc(F)cc(NC(=S)NCCCN2CCOCC2)c1 | -9 | -2 | 0 | 16 | -12 | 0 | 0 | 3 | -4
O=C(COC(=O)/C=C/c1ccco1)NCc1ccco1 | 31 | 6 | -3 | -3 | -5 | 2 | -7 | 1 | -5
CN(C)C(=O)C#Cc1ccccc1 | 17 | 4 | 3 | 26 | -30 | 0 | 3 | x | 0
O=C(CSc1nncn1-c1ccccc1)Nc1cccc(S(=O)(=O)N2CCCCC2)c1 | 8 | 4 | -16 | 5 | 2 | -2 | 5 | 1 | 1
O=S(=O)(NCc1cccnc1)c1ccc(Cl)c(Cl)c1 | 0 | 3 | 0 | 1 | 0 | -2 | 20 | 0 | -1
CC(C)CN1C(=O)c2ccc(C(=O)NCc3ccc4c(c3)OCO4)cc2C1=O | -1 | -1 | -1 | -24 | 5 | 1 | -1 | 13 | 7
CC(C)Nc1nnc(SCc2cc(=O)n3ccsc3n2)s1 | 15 | 4 | -9 | 21 | -27 | 0 | -1 | -3 | 7
CC(Sc1nc(NCc2ccccc2)nc(N2CCOCC2)n1)C(=O)Nc1ccccc1 (configuration not stated) | 7 | -4 | 2 | -51 | 3 | -1 | -20 | 15 | -4
O=C(NC1CCCCCCC1)NC1CCCCC1 | 1 | 0 | -2 | 9 | 6 | x | -8 | 7 | -5

Random excerpt: 2 records from the list, in no set order.
SMILES | Hck Nef HTS | p97 inhibitor | Runt-SMMHC FRET | NPY1 pot ag | MDM2 E3 inh | Runt-CBFb FRET | NPY-Y2 PAM-ag | NPY Y1 blocker | RBBP9 inhibitor
CCN(CC)S(=O)(=O)c1cc(NC(=O)COC(=O)Cn2cnc3ccccc32)ccc1C | 1 | 1 | -1 | -48 | -13 | -1 | 3 | 4 | -5
Cc1ccc2cccc(SCC(=O)NCC#N)c2n1 | 4 | 8 | 0 | 16 | 4 | 1 | -5 | 2 | -6
